Compound activity from PubChem BioAssay.
MCL1 BIM primary: disrupts human MCL1 binding to BIM-BH3 peptide; GST-MCL1 / FITC-Bim-BH3 fluorescence polarization; 320,000 compounds, 0.68% hits; inhibition, % at 10.9 µM;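 active means inhibition above the mean inhibition of all tested compounds plus 3 SD, set per campaign, cut at about 40% in these data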;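 further: 0% = DMSO wells and 100% = unlabeled Bim-BH3 peptide control; higher means more loss of mP so more displacement of Bim peptide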
BCLXL inh: blocks human Bcl-xL binding to Bim BH3 peptide. 320,000 compounds, 0.7% hits. Q07817. GST-Bcl-xL / FITC-Bim BH3 peptide fluorescence polarization. inhibition, % at 10.9 µM. AID 2129;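 active means inhibition above the mean of all tested compounds plus 3 SD, cutoff set per campaign, cut at about 30% in these data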;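 further: 0% = DMSO wells and 100% = unlabeled Bim-BH3 peptide competitor; inhibitors lower millipolarization by displacing the labeled peptide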
CIT2-GFP yeast: alters CIT2-GFP fluorescence in TOR pathway yeast screen; GFP response vs DMSO, % at 10 µM; 320,000 compounds, 0.065% hits; S. cerevisiae CIT2-GFP strain, flow cytometry, 3 h; 100 means same as DMSO wells;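 active means GFP response relative to DMSO above a set limit, near the screen mean plus 3 SD, cut at about 150% in these data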;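 further: ratio of well median GFP fluorescence to mean of DMSO wells on the plate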
CR mimetic SO: yeast age-related superoxide inhibition as caloric restriction mimetic; superoxide response (% of plate mean), % at 10 µM; 330,000 compounds, 0.18% hits; S. cerevisiae aged cells, superoxide DHE fluorescence; hits give low values;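 active means superoxide response under a set limit, about three screen SD below normal, cut at about 65% in these data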;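 further: yeast aged for seven days with compound at 30 °C before DHE staining; 100% = average MFI of all compound-treated wells on the plate with controls excluded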
VLA-4 inh: inhibition in a human VLA-4 binding assay; VLA-4 expressing cells, ligand binding flow cytometry; 330,000 compounds, 0.2% hits; P13612; inhibition, % (about 7 µM as worked out from the volumes in the protocol); AID 2557; in the data active means inhibition above about 50%
Target sequence (P13612 whole entry, looked up): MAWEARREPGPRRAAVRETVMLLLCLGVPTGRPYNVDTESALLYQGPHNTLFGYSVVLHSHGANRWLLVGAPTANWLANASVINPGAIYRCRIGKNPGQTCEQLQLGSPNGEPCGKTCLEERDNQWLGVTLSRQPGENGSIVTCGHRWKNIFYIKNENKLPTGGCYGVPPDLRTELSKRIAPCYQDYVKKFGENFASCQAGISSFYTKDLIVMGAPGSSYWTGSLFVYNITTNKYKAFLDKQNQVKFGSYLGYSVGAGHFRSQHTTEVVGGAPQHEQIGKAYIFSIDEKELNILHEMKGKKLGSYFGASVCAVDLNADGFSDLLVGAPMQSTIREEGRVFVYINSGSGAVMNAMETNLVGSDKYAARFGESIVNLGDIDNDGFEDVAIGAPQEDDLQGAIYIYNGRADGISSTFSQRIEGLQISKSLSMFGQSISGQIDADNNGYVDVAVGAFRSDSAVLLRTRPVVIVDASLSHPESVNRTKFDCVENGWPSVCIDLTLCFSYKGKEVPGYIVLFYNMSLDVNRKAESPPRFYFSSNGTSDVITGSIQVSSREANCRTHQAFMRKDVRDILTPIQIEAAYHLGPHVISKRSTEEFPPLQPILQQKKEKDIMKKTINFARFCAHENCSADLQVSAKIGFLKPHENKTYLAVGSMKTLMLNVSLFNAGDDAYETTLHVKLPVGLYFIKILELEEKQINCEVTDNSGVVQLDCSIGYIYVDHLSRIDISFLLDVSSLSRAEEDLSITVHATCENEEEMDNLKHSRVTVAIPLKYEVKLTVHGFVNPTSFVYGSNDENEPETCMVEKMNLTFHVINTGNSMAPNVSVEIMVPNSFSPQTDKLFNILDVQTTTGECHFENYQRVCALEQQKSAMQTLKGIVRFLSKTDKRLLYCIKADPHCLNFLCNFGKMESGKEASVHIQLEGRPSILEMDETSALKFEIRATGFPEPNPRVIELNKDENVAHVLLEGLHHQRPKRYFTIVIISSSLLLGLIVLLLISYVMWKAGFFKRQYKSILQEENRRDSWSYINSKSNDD
AGP1 TOR yeast: modulators of TOR pathway AGP1-GFP in S. cerevisiae. GFP response vs DMSO, % at 10 µM. 320,000 compounds, 0.02% hits. S. cerevisiae AGP1-GFP multiplex flow cytometry, 3 h; GFP as percent of DMSO wells;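 active means GFP response relative to DMSO above a set limit, near screen average plus 3 SD, cut at about 150% in these data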;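 further: median GFP channel fluorescence of the gated AGP1 strain per well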
MEX-5 binding: C. elegans MEX-5 TCR-2 RNA binding activity. Q9XUB2. MEX-5/FITC-TCR2 RNA binding, fluorescence polarization; hits give low values. activity score (negative = inhibition of binding), % at 10 µM. 300,000 compounds, 0.38% hits;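 active means inhibition past about -25% in most replicates, and total fluorescence under double the plate's negative control median, limit read from the data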;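 further: 0% = DMSO and -100% = 5 µM competing unlabeled TCR2 RNA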
GRK2 inh: inhibitors of human GRK2 displacing RNA aptamer. P25098. bead flow cytometry, FAM-aptamer displacement from GRK2. inhibition of aptamer binding, % at 10 µM. 330,000 compounds, 0.59% hits. AID 488847;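 active means inhibition of aptamer binding above 40%, roughly 3 SD of noise, on plates passing a quality check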;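 further: median bead fluorescence of bound FAM aptamer so fluorescent compounds give negative values; no value below 0 was filed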
GLD-1 RNA inh: GLD-1-TGE RNA interaction inhibition (C. elegans) | Q17339 | purified GLD-1 + fluorescein TGE RNA, fluorescence polarization | inhibition, % at 5.96 µM | 320,000 compounds, 0.44% hits;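 active means percent inhibition above a per-plate cutoff, the plate mean of test compounds plus 3 SD, cut at about 30% in these data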;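 further: 0% = DMSO wells with GLD-1 and probe and 100% = wells lacking GLD-1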
The depositor's hits bear a star; / = not tested or not shown. Not a hit list; overall some 2.1% were active at least once.

mol	MCL1 BIM primary	BCLXL inh	CIT2-GFP yeast	CR mimetic SO	VLA-4 inh	AGP1 TOR yeast	MEX-5 binding	GRK2 inh	GLD-1 RNA inh
CC1CCN(CCCCOc2ccc(C(=O)c3ccccc3)cc2)CC1	1	2	87	80	1	90	1.9	0	-3
Cc1ccccc1C(=O)c1cccn1CC(=O)NCCCN1CCCCC1	10	8	106	90	5	107	-1.3	0	2
CN(C)C=Nc1c(C(=O)c2ccccc2)sc2nccc(N(C)C)c12	-2	1	93	90	17	92	-7.7	0	5
O=C(O)c1cccnc1SCc1cn2cc(Cl)ccc2n1	6	3	105	103	5	90	/	36	6
CC1CCCC(NC(=O)COC(=O)c2ccc3ncsc3c2)C1C (centres undefined)	6	4	96	98	9	96	/	7	1
CC1CC(C)CN(C(=O)c2ccncc2)C1 (centres undefined)	4	9	96	97	3	103	1.4	0	15
COc1ccc(N=C/C=C2\C=C(c3ccccc3)OC(C)(C)O2)cc1	-18	-6	93	102	-2	93	-0.3	0	-5
CCOC(=O)c1c(NC(C)=O)sc2c(O)cccc12	8	2	90	95	-1	95	0.6	0	-2
Cc1cc(C(=O)Nc2ccc(F)cc2C)n(-c2ccccc2)n1	-9	2	92	94	6	94	-0.1	2	1
CCCCNC(=O)C1CCCN1C(=O)NC1CCCCC1 (centres undefined)	-7	-1	106	107	4	113	-1.3	5	-1
CC(C)(C)c1ccc(-c2n[nH]c(=S)n2Cc2ccccc2)cc1	-10	-14	98	107	4	99	0.6	0	-1
Cc1cc(NS(=O)(=O)c2ccc(NC(=O)c3ccc([N+](=O)[O-])c(Cl)c3)cc2)no1	4	6	118	96	16	97	-0.1	5	1
CCOC(=O)c1nn(-c2ccccc2)c2nnc(Cc3ccccc3)c(=O)n12	3	6	98	96	6	103	1.2	0	2
O=C(c1ccc(F)cc1)N1CCN(c2ccc([N+](=O)[O-])c(N3CCCCC3)c2)CC1	10	4	93	133	-9	95	2.0	0	1
COC(=O)C1=CN(c2cc(C)cc(C)c2)C=C(C(=O)OC)C1c1ccc(OC)c(O)c1	-1	-4	94	99	-7	99	-1.2	1	1
Cc1ccc(N2C(=O)CC(C)CC2=O)cc1	0	2	100	85	4	103	1.9	2	2
COc1ccc(N2C(=O)CSC2c2ccc3c(c2)OCO3)c(OC)c1 (centres undefined)	6	1	101	94	6	101	0.6	0	-5
O=C(Nc1ccc(CSc2ccccc2)cc1)c1ccc(CN2CCOCC2)cc1	3	3	109	98	12	115	3.2	0	0
Cc1[nH]c(=O)[nH]c(=O)c1S(=O)(=O)NCCc1ccc(S(N)(=O)=O)cc1	5	4	114	95	33	100	1.6	2	0
COc1ccc(C(C#N)N2N=C(c3ccccc3)CC2c2ccccc2)cc1OC (centres undefined)	4	3	99	98	13	95	3.3	29	3
CCSc1nnc(NC(=O)c2cccc(S(=O)(=O)N(C)c3ccccc3)c2)s1	11	6	94	96	7	86	1.8	0	-6
COc1cc(OC)c(/C=N/NC(=O)c2ccncc2)c(OC)c1	2	3	106	93	3	101	-2.1	2	-4
CCCC(C1=C(O)CC(C)(C)CC1=O)C1C(=O)CC(C)(C)CC1=O (centres undefined)	-2	2	83	97	9	96	2.1	0	0
COc1ccc(NC(=O)C2CCC(N3C(=O)C4C5C=CC(C5)C4C3=O)CC2)cc1 (centres undefined)	3	6	111	89	2	104	0.5	0	2
CC1(C)CC(O)C(C)(C)N1O (centres undefined)	5	9	100	97	7	109	-5.5	0	-10
CCc1c(C)nc(SCc2ccccn2)[nH]c1=O	9	4	105	105	10	104	-1.9	0	-8
CCOc1ccc2[nH]c(=O)c(CN(Cc3cccs3)Cc3nnnn3C(C)(C)CC)cc2c1	4	7	102	104	2	106	0.5	0	109*
COC(=O)c1ccc2c(c1)N(C)C(=O)CS2	7	-1	99	100	3	95	2.1	0	3
CCCn1nnnc1NC(=O)c1ccc2ccccc2c1	0	1	104	118	-11	100	-0.6	0	0
CC(=O)NNC(=O)c1csc(Cc2c(Cl)sc3ccc(Cl)cc23)n1	3	2	103	102	5	99	0.1	6	2
N#C/C(=C/c1ccc(N2CCCCC2)o1)C(=O)Nc1ccc(Cl)cc1	-117	-80	111	89	8	102	4.4	0	-182
O=C(Nc1ccc(Nc2ccccc2)cc1)c1c(F)c(F)c(F)c(F)c1F	-3	-2	106	102	24	101	0.0	2	-5
COC(=O)/C=C1/S/C(=N/NC(=O)c2ccc(OC)cc2)NC1=O	5	0	97	110	6	90	-8.6	0	5
O=C(NC1CC1)c1ccc(CN(c2ccccc2)S(=O)(=O)c2ccccc2)cc1	1	4	101	104	0	101	0.5	2	6
O=C(COc1ccc(C(=O)NCC2CCCO2)cc1)Nc1cccc(C(F)(F)F)c1 (centres undefined)	-3	-3	83	100	-2	96	-1.5	1	2
CCOC(=O)c1ccc(NC(=O)CC2C(=O)N(c3ccc(F)cc3)C(=O)N2CCCOC)cc1 (centres undefined)	-2	-1	104	101	19	108	/	0	5
Cc1noc2ncnc(Sc3c(Cl)cccc3Cl)c12	3	5	107	97	-20	99	0.8	1	2
Cc1cc(C)cc(OCC(=O)OCC(=O)NCc2ccco2)c1	8	8	84	96	-4	96	-3.9	0	-1
COc1ccc(CN2CC(C(=O)NCc3ccccn3)CC2=O)cc1 (centres undefined)	20	17	107	101	31	101	-4.0	0	20
Fc1cccc(/C=N/Nc2cc(N3CCOCC3)ncn2)c1	9	-1	112	96	12	97	-1.7	3	-1
Cc1cccc(C(=O)NN2S(=O)(=O)c3ccccc3S2(=O)=O)c1	-2	12	83	96	1	92	1.5	1	-4
CN(C)C(=S)Nc1ccc([N+](=O)[O-])cc1	-4	0	106	102	8	115	0.5	5	4
COc1ccccc1CN(C)C(=O)CN1C(=O)c2ccccc2C1=O	-4	-1	86	104	9	96	-1.8	0	1
Cc1ccc(S(=O)(=O)N(C)C)cc1NC(=O)COC(=O)Cc1ccsc1	-6	2	86	97	4	76	-1.6	0	10
Cc1nc(-c2noc(-c3cccc(Cl)c3)n2)c(C(F)(F)F)o1	0	2	98	98	-5	107	0.5	2	1
Cc1ccc(-c2nn(C)c(=O)c3ccccc23)cc1CNC(=O)c1ccccc1	8	4	92	100	24	98	-13	0	2
COc1ccc(C(=O)N/C(=C\c2cn(C)c3ccccc23)C(=O)N2CCN(C)CC2)cc1OC	-4	3	107	88	31	100	-2.5	1	-15
CCOC(=O)c1cc2[nH]c3ccccc3c2[n+](-c2ccc([N+](=O)[O-])cc2)c1N	0	6	114	96	2	115	1.4	1	-5
O=C(Cn1cnc2ccccc2c1=O)c1ccc2ccccc2c1	1	0	96	92	3	103	-0.2	0	-10
CC(C)c1nnc(SCC(=O)Nc2ccc3c(c2)OCO3)n1C	7	4	107	92	-4	108	2.6	3	6
c1cc2c(cc1C1=Nn3c(nnc3C3CCCCC3)SC1)OCO2	7	3	80	108	-8	96	1.2	1	12
Cc1ccc(NC(=O)c2ccc(C(=O)c3ccccc3)cc2)nc1	1	4	94	63*	-9	93	0.0	0	5
COc1ccc(/C=C/C(=O)Nc2ccc(-n3nncc3-c3ccccc3)cc2)cc1OC	6	2	96	105	-13	104	3.0	1	-3
CCOC(=O)C1=C(N)Oc2cc(O)ccc2C1c1ccc(C)cc1 (centres undefined)	-4	-1	95	92	7	96	-1.2	0	2
NC(=O)COC(=O)c1cccc(S(=O)(=O)N2CCCCC2)c1	0	4	104	107	-3	103	-3.4	2	-12

7 successive records from above, quoted:
mol	MCL1 BIM primary	BCLXL inh	CIT2-GFP yeast	CR mimetic SO	VLA-4 inh	AGP1 TOR yeast	MEX-5 binding	GRK2 inh	GLD-1 RNA inh
N#C/C(=C/c1ccc(N2CCCCC2)o1)C(=O)Nc1ccc(Cl)cc1	-117	-80	111	89	8	102	4.4	0	-182
O=C(Nc1ccc(Nc2ccccc2)cc1)c1c(F)c(F)c(F)c(F)c1F	-3	-2	106	102	24	101	0.0	2	-5
COC(=O)/C=C1/S/C(=N/NC(=O)c2ccc(OC)cc2)NC1=O	5	0	97	110	6	90	-8.6	0	5
O=C(NC1CC1)c1ccc(CN(c2ccccc2)S(=O)(=O)c2ccccc2)cc1	1	4	101	104	0	101	0.5	2	6
O=C(COc1ccc(C(=O)NCC2CCCO2)cc1)Nc1cccc(C(F)(F)F)c1 (centres undefined)	-3	-3	83	100	-2	96	-1.5	1	2
CCOC(=O)c1ccc(NC(=O)CC2C(=O)N(c3ccc(F)cc3)C(=O)N2CCCOC)cc1 (centres undefined)	-2	-1	104	101	19	108	/	0	5
Cc1noc2ncnc(Sc3c(Cl)cccc3Cl)c12	3	5	107	97	-20	99	0.8	1	2
